# Bfl-1 displacement: Bfl-1 inhibitors, primary screen, biochemical, fluorescence polarization, FITC-Bid, mouse (AID 432). FITC-Bid BH3 peptide fluorescence polarization displacement; higher % means a stronger effect. displacement, % at 20 µM, or IC50 in µM where a hit was titrated. 64,000 tested, 0.02% active; in the data active = a potency from the dose series; inactive = the rest, 99 in 100 with displacement below about 15%; note: strong numbers were not always called active
# Spn MK inh: S. pneumoniae mevalonate kinase inhibition; purified MK, PK/LDH-coupled NADH absorbance 340 nm; inhibition, % at 10 µM; 65,000 tested, 0.48% active; AID 555;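 active = ranked among the strongest by inhibition in the single 10 µM screen, a fixed top-ranked set picked for dose follow-up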; note: no value below 0 was filed
# PMK inhibit: inhibitors of Streptococcus pneumoniae phosphomevalonate kinase; purified PMK, PK/LDH-coupled NADH absorbance 340 nm; AID 539; 65,000 tested, 0.49% active; inhibition, % at 10 µM;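 active = top-ranked compounds by inhibition in the single 10 µM screen, taking a fixed number of the strongest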;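 note: 0% = full reaction with DMSO carrier and 100% = background rate without enzyme reaction; no value below 0 was filed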
# DPM-DC inhibit: inhibitors of Streptococcus pneumoniae diphosphomevalonate decarboxylase; purified DPM-DC, PK/LDH coupled NADH fluorescence; calls only at 10 µM; 65,000 tested, 0.49% active;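 active = the 320 compounds with the highest percent inhibition in the single-dose primary screen, excluding strongly autofluorescent ones, cut at about 32% in these data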;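 note: kinetic rate of NADH fluorescence loss reporting ADP formed by the decarboxylase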
# HPDE-C7 cytotoxicity: HPDE-C7 pancreatic duct cell viability loss – fluorescence, HTS (AID 430); HPDE-C7 pancreatic duct cells viability, fluorescence; higher % means a stronger effect; one-dose cytotoxicity, % at 10 µM; EC50 in µM for titrated hits; 63,000 tested, 1.8% active;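 note: cells exposed to compound for 48 hours before viability readout; 0% = vehicle and 100% = reference cytotoxic drug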
# LYP phosphatase: LYP phosphatase inhibitors, primary screen, biochemical, DiFMUP fluorescence, recombinant catalytic domain, 10 µM (AID 606) | 52,000 tested, under 10 active | inhibition, % at 10 µM, or IC50 in µM where a hit was titrated | recombinant LYP catalytic domain, DiFMUP fluorescence; higher % means a stronger effect;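 active = IC50 under 40 µM in the dose-response test; inactive = IC50 of 40 µM or more, or never dose-tested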
# HT1080 viability: HT1080 cell viability loss – fluorescence readout (AID 620); HT1080 viability, fluorescence; higher % means a stronger effect; one-dose cytotoxicity, % at 10 µM; EC50 in µM for titrated hits; 87,000 tested, 0.42% active;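 note: cells exposed to compound overnight then 4 h with Alamar Blue; 0% = vehicle DMSO and 100% = killing control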
# HPDE-C7K KRASV12: cytotoxicity in KRAS-transformed pancreatic duct cells, primary screen, cell-based, fluorescence, HTS (AID 431); HPDE-C7K KRASV12 cells, Alamar Blue viability, 48 h; higher % means a stronger effect; cytotoxicity, % at 10 µM; hits with a dose series show EC50 in µM; 63,000 tested, 1.7% active;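 active = compounds whose percent cytotoxicity in the single-dose primary screen, scaled between solvent and toxic-drug controls, exceeds 50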;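 note: 0% = DMSO solvent wells and 100% = doxorubicin-treated wells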
# TNAP inhibition: human TNAP enzyme inhibitors, biochemical, luminescent (AID 518); purified TNAP enzyme, luminescent substrate readout; higher % means a stronger effect; one-dose inhibition, % at 20 µM; IC50 in µM for titrated hits; 64,000 tested, 0.09% active; in the data active = a potency from the dose series; inactive = the rest, 99 in 100 with inhibition below about 22%;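 note: plate controls were vehicle for no effect and reference inhibitor for full effect; many of its hits are not listed in these tables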
# PMK inhibit pilot replicates: further read-out of PMK inhibit, marked with its call; inhibition, %; measured here: pilot screen replicates
# Spn MK inh pilot replicates: second read-out of Spn MK inh, no call of its own (marks repeat the call); inhibition, %; measured here: pilot screen replicates
# DPM-DC inhibit pilot screen %: further read-out of DPM-DC inhibit, marked with its call; inhibition, %; measured here: pilot screen trials
# * = called active by the depositor; i = inactive; x = no result given; + = active, no number. Cut-off read from the data, not from the text of the source, unless noted: active = cytotoxicity above about 50%; inactive = the rest.
SMILES,Bfl-1 displacement,Spn MK inh,PMK inhibit,DPM-DC inhibit,HPDE-C7 cytotoxicity,LYP phosphatase,HT1080 viability,HPDE-C7K KRASV12,TNAP inhibition,others
CC(=O)N1CCN(c2ccc(Nc3nc(C)nc4c3oc3ccccc34)cc2)CC1,4%,13,0,i,-12%,x,4%,-3%,10%,
CCOC(=O)c1cc2c(=O)n3cccc(C)c3nc2n(CCCOC)c1=NC(=O)c1cccnc1,-2%,15,29*,x,3%,6%,8%,13%,2%,
COc1cc(NS(=O)(=O)c2ccc(F)cc2)c(C(=O)O)cc1OC,-6%,0,13,i,-6%,-9%,6%,-6%,11%,
Cn1c(Cn2cnc3ccccc32)nnc1SCc1ccccc1,0%,0,0,i,-18%,-4%,22%,-30%,4%,
COc1ccc(C)cc1S(=O)(=O)N(C)CC(=O)Nc1ccccc1,-5%,1,0,i,-6%,-2%,0%,0%,5%,
CCCOC(=O)c1ccc(OCC(O)CN2CCN(C(=O)c3ccccc3)CC2)cc1 (stereo not given),2%,11,10,i,3%,2%,-3%,-1%,3%,
O=c1c2ccccc2sn1-c1ccc(S(=O)(=O)N2CCCCC2)cc1,6%,10,10,+,10%,x,-3%,12%,0%,PMK inhibit pilot replicates=6.0;Spn MK inh pilot replicates=17;DPM-DC inhibit pilot screen %=27*
O=C(O)CSCc1nc2ccccc2s1,0%,3,9,i,x,x,10%,x,0%,
CCCOC(=O)CSc1nnc(-c2cc(OC)c(OC)c(OC)c2)o1,-9%,5,4,i,7%,1%,5%,28%,10%,
O=C(O)C1CCCN(C(=O)NCc2ccccc2)C1 (stereo not given),2%,0,16,i,-5%,1%,6%,3%,9%,
Cc1cc(C(=O)Nc2cccc(O)c2)c(C)o1,-6%,0,12,i,-10%,9%,21%,8%,13%,PMK inhibit pilot replicates=1.5;Spn MK inh pilot replicates=0.5;DPM-DC inhibit pilot screen %=0.5
CC(Sc1nc(N(C)C)nc(N2CCOCC2)n1)C(=O)Nc1ccccc1 (stereo not given),-4%,3,3,i,2%,9%,-7%,-1%,3%,

# Grouped by structure: those above containing an aryl methoxy group (three)
SMILES,Bfl-1 displacement,Spn MK inh,PMK inhibit,DPM-DC inhibit,HPDE-C7 cytotoxicity,LYP phosphatase,HT1080 viability,HPDE-C7K KRASV12,TNAP inhibition,others
COc1cc(NS(=O)(=O)c2ccc(F)cc2)c(C(=O)O)cc1OC,-6%,0,13,i,-6%,-9%,6%,-6%,11%,
COc1ccc(C)cc1S(=O)(=O)N(C)CC(=O)Nc1ccccc1,-5%,1,0,i,-6%,-2%,0%,0%,5%,
CCCOC(=O)CSc1nnc(-c2cc(OC)c(OC)c(OC)c2)o1,-9%,5,4,i,7%,1%,5%,28%,10%,

# (continued)
SMILES,Bfl-1 displacement,Spn MK inh,PMK inhibit,DPM-DC inhibit,HPDE-C7 cytotoxicity,LYP phosphatase,HT1080 viability,HPDE-C7K KRASV12,TNAP inhibition,others
COc1cccc(OCCn2cc(C(=O)c3ccco3)c3ccccc32)c1,-1%,2,0,i,22%,7%,-2%,28%,10%,
CC1CCCC(C)N1c1nnc(N)s1 (stereo not given),2%,14,19,i,-16%,-2%,8%,-15%,0%,
N#C/C(=C(/O)COC(=O)Cc1c[nH]c2ccccc12)c1nc2ccccc2[nH]1,-6%,0,12,i,7%,x,13%,11%,17%,
COC(=O)c1cc(C)sc1NC(=O)c1cccnc1,-1%,8,8,i,-21%,14%,4%,-14%,13%,
CCCCn1c(-c2cc(Cl)ccc2OC)n[nH]c1=S,1%,35,0,i,-3%,7%,1%,-12%,11%,
CC(C)NC(=O)NC(=O)COc1ncnc2sccc12,-7%,7,7,i,x,-6%,3%,x,5%,
Fc1ccc2nc(N3CCCCC3)sc2c1,-6%,14,14,i,0%,2%,-4%,-3%,6%,
COc1ccc(CNC(=O)COc2ccc(S(=O)(=O)NC(C)C)cc2)cc1,-2%,6,5,i,-1%,-9%,10%,4%,5%,
CCCCC(=O)Nc1ccc(C(=O)NCCCn2ccnc2)cc1,-3%,6,13,i,32%,-22%,-1%,29%,3%,
Cc1ccc(S(=O)(=O)Nc2ccc(NC(=O)CN3CCCCC3)cc2)cc1,-7%,8,7,i,-3%,2%,-2%,10%,5%,
N#CC1=C(N)SC(N)=C(C#N)C1c1ccoc1,-15%,8,3,i,-12%,x,9%,12%,10%,
Cc1cccc(N2C(=O)c3cccc4c(N(C)CCO)ccc(c34)C2=O)c1,75%,3,1,x,9%,4%,-1%,7%,9%,
COc1ccc(OC)c(NC(=O)CSc2nnc(-c3ccco3)n2-c2ccc(C(=O)O)cc2)c1,0%,0,1,i,4%,x,-11%,2%,5%,
Cn1c(C(=O)O)c(CC(=O)NCC2COc3ccccc3O2)c2ccccc21 (stereo not given),-3%,6,9,i,19%,-5%,-2%,16%,6%,
Cc1ccc(CC2CC(=O)N(c3cc(C)on3)C2=O)cc1 (stereo not given),-1%,5,20,i,-1%,6%,-6%,0%,3%,
COC(=O)c1cc(NC(=O)C2CC2)cc(C(=O)OC)c1,4%,6,0,i,1%,1%,4%,-5%,10%,
Cn1c(SCc2nn[nH]n2)nc2c1c(=O)n(Cc1ccccc1Cl)c(=O)n2C,-13%,6,0,i,0%,2%,1%,6%,8%,
c1cc(-c2nnc3sc(C4CCCCC4)nn23)ccn1,4%,2,6,i,-5%,2%,12%,-8%,9%,
Cc1sc2nc(SC(C)C)nc(N)c2c1C,-1%,6,0,i,-12%,8%,0%,-37%,11%,
N#Cc1c(SCC(N)=O)nsc1SCc1ccc(Cl)cc1,-9%,1,5,i,5%,6%,-3%,13%,8%,
O=C(Nc1ccccc1Cl)c1cnccn1,-2%,10,6,i,3%,12%,4%,-6%,3%,
Cc1noc(C)c1S(=O)(=O)N1CCCC(C(=O)NCc2ccccn2)C1 (stereo not given),-4%,11,15,i,-10%,x,4%,3%,10%,
Cc1cc(C)c(OCC(=O)Nc2ccc3c(c2)OCO3)cc1C,-8%,4,7,i,-4%,x,7%,-7%,11%,PMK inhibit pilot replicates=0.5;Spn MK inh pilot replicates=1.5;DPM-DC inhibit pilot screen %=3.0
O=C(CN(C(=O)CNS(=O)(=O)c1ccccc1)C1CCCC1)NCC1CCCO1 (stereo not given),-8%,4,0,i,-22%,x,10%,-29%,4%,

# Part of the list above in order of formula weight, low to high.
SMILES,Bfl-1 displacement,Spn MK inh,PMK inhibit,DPM-DC inhibit,HPDE-C7 cytotoxicity,LYP phosphatase,HT1080 viability,HPDE-C7K KRASV12,TNAP inhibition,others
CC1CCCC(C)N1c1nnc(N)s1 (stereo not given),2%,14,19,i,-16%,-2%,8%,-15%,0%,
Cc1sc2nc(SC(C)C)nc(N)c2c1C,-1%,6,0,i,-12%,8%,0%,-37%,11%,
O=C(O)C1CCCN(C(=O)NCc2ccccc2)C1 (stereo not given),2%,0,16,i,-5%,1%,6%,3%,9%,
COC(=O)c1cc(NC(=O)C2CC2)cc(C(=O)OC)c1,4%,6,0,i,1%,1%,4%,-5%,10%,
Cn1c(SCc2nn[nH]n2)nc2c1c(=O)n(Cc1ccccc1Cl)c(=O)n2C,-13%,6,0,i,0%,2%,1%,6%,8%,
CCCOC(=O)c1ccc(OCC(O)CN2CCN(C(=O)c3ccccc3)CC2)cc1 (stereo not given),2%,11,10,i,3%,2%,-3%,-1%,3%,
CCOC(=O)c1cc2c(=O)n3cccc(C)c3nc2n(CCCOC)c1=NC(=O)c1cccnc1,-2%,15,29*,x,3%,6%,8%,13%,2%,

# (list continues)
SMILES,Bfl-1 displacement,Spn MK inh,PMK inhibit,DPM-DC inhibit,HPDE-C7 cytotoxicity,LYP phosphatase,HT1080 viability,HPDE-C7K KRASV12,TNAP inhibition,others
c1csc(CNc2nc3ccccc3n2CCN2CCOCC2)c1,0%,0,0,i,-4%,18%,x,-9%,8%,
CC1CCCN(Cc2nc3c(c(=O)n(C)c(=O)n3C)n2CCCc2ccccc2)C1 (stereo not given),x,8,8,i,x,0%,-2%,x,x,
O=C(CSc1nnc(CNC(=O)c2c(F)cccc2Cl)o1)Nc1ccccc1,2%,0,0,i,-6%,18%,x,-9%,4%,
COc1ccc(CN(CC(=O)NCC2CCCO2)C(=O)CCC(=O)Nc2cc(C)on2)cc1 (stereo not given),-9%,8,11,i,-11%,-1%,3%,-7%,2%,PMK inhibit pilot replicates=0.0;Spn MK inh pilot replicates=3.5;DPM-DC inhibit pilot screen %=0.0
COc1ccc(Br)cc1-c1noc(-c2ccccc2F)n1,4%,9,4,i,-11%,-8%,-2%,-20%,2%,
O=C1c2[nH]nc(-c3ccccc3O)c2C(c2ccc(F)cc2)N1CC1CCCO1 (stereo not given),-2%,10,4,i,-23%,8%,14%,-15%,-20%,
Cc1cccc(-c2nc(CS(=O)CC(=O)NCC3CCCO3)c(C)o2)c1 (stereo not given),-1%,3,9,i,-9%,7%,-1%,-10%,1%,
CN(Cc1ccncc1)C1CC(=O)N(c2ccc(Cl)cc2)C1=O (stereo not given),-2%,10,14,i,-3%,10%,-13%,-13%,3%,
CC(=O)c1cccc(NC(=O)CCS(=O)(=O)c2cccc3nonc23)c1,-3%,14,0,i,-11%,-1%,0%,-7%,15%,
CCn1cc(C(=O)N2CC=C(c3ccccc3)CC2)c(=O)c2ccc(C)nc21,-2%,0,12,i,7%,8%,-1%,13%,6%,
c1ccc(-c2cc(CSc3nc4ccccc4[nH]3)on2)cc1,-4%,5,4,i,-4%,1%,-5%,-16%,10%,PMK inhibit pilot replicates=0.5;Spn MK inh pilot replicates=0.0;DPM-DC inhibit pilot screen %=1.5
CCn1c(CSc2nc(C)cc(C)n2)nnc1SCC(=O)N1CCCc2ccccc21,-4%,5,8,i,-13%,x,-20%,-12%,1%,
CCOC(=O)c1sc(C)c2c(=O)n(CCCN3CCOCC3)cnc12,-2%,10,4,i,x,x,-5%,x,6%,
CN/C(=C/[N+](=O)[O-])NCCSCc1ccc(CN(C)C)o1,-2%,9,7,i,6%,9%,2%,-1%,4%,PMK inhibit pilot replicates=8.5;Spn MK inh pilot replicates=4.0;DPM-DC inhibit pilot screen %=5.0
Nc1nc2n(n1)C(c1cccs1)CC(c1ccc(Br)cc1)N2 (stereo not given),5%,0,17,i,5%,3%,-5%,4%,12%,
CCCN(C#N)c1nc(NCC)nc(NC(C)C)n1,1%,11,8,i,-11%,x,-6%,-9%,7%,
Cc1cc(/C=N\O)c(C)n1-c1ccncc1,4%,0,9,i,-18%,20%,5%,3%,12%,PMK inhibit pilot replicates=0.0;Spn MK inh pilot replicates=0.0;DPM-DC inhibit pilot screen %=2.5
Cc1nn2c(c1-c1ccccc1)NC1=C(C(=O)CCC1)C2c1cccnc1 (stereo not given),-2%,0,11,x,-3%,x,-20%,-11%,0%,
